Screening data: PubChem, National Center for Advancing Translational Sciences (NCATS)
Pf growth 96h: Primary qHTS for delayed death inhibitors of the malarial parasite plastid, 96 hour incubation; P. falciparum luciferase reporter growth, 96 h; Potency, µM (top dose mostly 28.7 µM), for inactives: top-dose activity change, negative = inhibition, most hits filed as inhibitors; hit rate 6.9% among 320,000; AID 504834, 2011
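96 h incubation, 37 C, 5% CO2, of luciferase-reporter P. falciparum-infected RBCs (2% hematocrit, 0.05% parasitemia final) with test compounds; endpoint luminescence.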
Pf growth 48h: Primary qHTS for delayed death inhibitors of the malarial parasite plastid, 48 hour incubation; P. falciparum luciferase growth in erythrocytes, 48 h; Potency, µM (series often up to 28.7 µM), for inactives: at the top dose activity change, negative = inhibition, most hits filed as inhibitors; hit rate 5.9% among 310,000
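Here the parasites carry a stable luciferase gene and grow inside erythrocytes in Albumax-based RPMI medium with compound for one erythrocytic cycle. Activity is scored as loss of luminescent signal.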
HCV inh: qHTS Assay for Inhibitors of Hepatitis C Virus (HCV); Huh7.5.1 HCVcc-Cre infection, luciferase reporter, 44 h; Potency, µM (top dose mostly 41.8 µM), for the others: top-dose activity change, negative = inhibition, hits mostly inhibitors; hit rate 3.4% among 340,000
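Cells (1,000/well) were plated 4 h before compound, then infected with HCVcc-Cre virus (~0.5 moi). After 44 h further culture, infection was read as luciferase luminescence following a 15 min substrate incubation at room temperature.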
Sm TGR inh: qHTS Assay for the Inhibitors of Schistosoma Mansoni Peroxiredoxins. purified TGR, DTNB reduction, TNB absorbance 405 nm. Potency, µM (top dose mostly 114 µM), for the others: at the top dose activity change, negative = inhibition, most hits filed as inhibitors. hit rate 3% among 360,000. AID 485364, 2010; also: nearly all actives have a fitted effect of over 60% in size
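Kinetic colorimetric format: TGR-catalysed, NADPH-driven DTNB reduction monitored via TNB absorbance. Enzyme dispensed at 20 nM; compound exposure 15 min at room temperature before reaction start.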
LmPK inh: qHTS Assay for Inhibitors of Leishmania Mexicana Pyruvate Kinase (LmPK); Q27686; purified LmPK, Kinase-Glo ATP luminescence, 1 h; Potency, µM (series often up to 57.5 µM), inactives show top-dose activity change, negative = inhibition, hits mostly inhibitors; hit rate 0.37% among 290,000; AID 1721, 2009
Target sequence (Q27686 whole entry, looked up): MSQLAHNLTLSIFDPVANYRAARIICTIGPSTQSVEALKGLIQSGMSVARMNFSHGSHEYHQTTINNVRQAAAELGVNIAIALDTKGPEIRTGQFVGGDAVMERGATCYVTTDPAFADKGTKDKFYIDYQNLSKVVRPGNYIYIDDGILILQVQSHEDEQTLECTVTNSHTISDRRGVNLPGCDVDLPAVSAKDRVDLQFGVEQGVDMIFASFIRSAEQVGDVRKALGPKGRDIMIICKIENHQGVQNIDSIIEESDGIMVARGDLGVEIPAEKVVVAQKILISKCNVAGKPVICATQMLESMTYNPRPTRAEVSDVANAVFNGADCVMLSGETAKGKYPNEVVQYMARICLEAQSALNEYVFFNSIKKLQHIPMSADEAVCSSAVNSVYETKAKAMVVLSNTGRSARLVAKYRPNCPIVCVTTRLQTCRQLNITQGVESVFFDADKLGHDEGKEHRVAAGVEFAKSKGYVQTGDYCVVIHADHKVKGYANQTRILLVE
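qHTS format; LmPK 0.1 nM; substrates PEP 0.5 mM and ADP 0.1 mM. One-hour room-temperature incubation, then coupled luciferase luminescence; 0.5 nM enzyme wells mark activation.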
Tb PYK inh: qHTS of Trypanosoma Brucei Inhibitors | pyruvate kinase (Trypanosoma brucei), Q57TT1 | TbPYK enzyme, Kinase-Glo Plus ATP luminescence, 45 min | Potency, µM (series often up to 76.8 µM), for the others: at the top dose activity, negative = inhibition, most hits filed as inhibitors | hit rate 0.12% among 410,000 | AID 624173, 2012; also: nearly all actives have a fitted effect of over 50% in size
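Glycolytic pyruvate kinase of T. brucei was incubated with substrate, test compound and 130 uM ADP for 45 minutes at room temperature. Luminescent Kinase-Glo Plus signal was measured after 10 minutes.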
* hit, by the source's call; ? = inconclusive; · = not tested or not shown; & = joins results of further samples; ! = not active in a repeat; [ ] = dose if it differs, or a comment. Calls follow the shape of the dose curve; as a rule, active = well fitted curve in the direction sought with a large enough effect; inconclusive = small, poorly fitted or top-dose-only effect, or another doubt; inactive = no such curve, though single readings can be large; an effect the other way counts as inactive or inconclusive. % is scaled to controls: 0 for no effect and ±100 for the full control effect; potency is read from the fitted curve at half-maximal effect.

SMILES | Pf growth 96h | Pf growth 48h | HCV inh | Sm TGR inh | LmPK inh | Tb PYK inh
COc1cccc(-c2cc(C(=O)Nc3ccc4c(c3)OCCO4)c3ccccc3n2)c1 | 6.57µM* | 9.28µM* | 0.5% | -12.3% | 0.7% | ·
CCCCC1CCC(C(=O)Nc2ccc(S(=O)(=O)Nc3nccs3)cc2)CC1 (centres undefined) | · | ? | -21.8% | -19.9% | -5.1% | -1.5%
Nc1ccc(-c2c3ccc(=O)cc-3oc3cc(O)ccc23)cc1C(=O)O | 18.4% | · | 3.7% | ? | 3.1% | -5.0%
Cc1ccc(S(=O)(=O)N(CC(=O)NC2CCCC2)c2cccc(C)c2)cc1 | ? | ? | -2.0% | -10.8% | 2.0% | -2.8%
O=C1C2C3C=CC(C3)C2C(=O)N1CCCO (centres undefined) | ? | 2.3% | 3.6% | 1.3% | 1.9% | 3.0%
CCOC(=O)C1=C(C)N(c2ccc(OC)cc2)C(=O)/C1=C\c1cccs1 | 23.2% | -4.5% | 12.6µM* | -10.3% | 0.3% | 4.1%
COc1ccccc1S(=O)(=O)n1cc(Cc2ccccc2)c(N)n1 | 4.0% | -15.8% | 6.9% | 2.7% | -1.0% | 0.3%
Cc1ccc(-c2c(C)n([O-])c3c([n+]2=O)CCC3)o1 | 21.2% | 9.4% | 2.5% | -16.8% | -0.4% | -8.1%
S=c1[nH]nc(-c2ccc3ncccc3c2)n1-c1ccc2c(c1)OCCO2 | ? | -26.3% | 20.6% | 0.6% | 7.08µM* | 3.55µM*
c1ccc(Cn2cnc3ccccc32)cc1 | 8.28µM* | 0.7% | ? | 1.2% | 2.5% | 3.2%
O=C(NNC(=O)c1cc(Cl)ccc1O)c1cccc(S(=O)(=O)N2CCOCC2)c1 | -7.9% | ? | -25.4% | 1.9% | · | -2.2%
OCCCc1n[nH]c(=S)n1-c1ccccc1 | 62.2%[activator] | ? | 10.8% | 44.7µM* | 5.4% | -2.3%
COc1ccccc1C(=O)Nc1ccnn1C1CCN(Cc2ccn[nH]2)CC1 | 2.5% | 31.8%[activator] | -0.7% | 0.4% | -6.3% | 0.9%
COc1ccc(CC(C)N2CCN(Cc3ccccc3)CC2)cc1OC (centres undefined) | ? | 11.6% | 1.3% | 0.6% | -4.4% | -1.1%
Cc1ncc(CN2CCN(Cc3ccccc3)C(CCO)C2)s1 (centres undefined) | -4.3% | 11.0% | 7.4% | ? | 2.7% | 0.7%
O=C(C1CCN(S(=O)(=O)c2ccccc2)CC1)N1CCCCC1 | 379.6%[activator] | 23.0% | 13.8% | -11.4% | 0.4% | 3.3%
CC1=CC(C)(C)N=C(NC#N)N1 | · | 2.3% | -0.8% | 6.6% | -1.3% | 2.8%
CC1CN(Cc2c(O)ccc3c(=O)c(-c4ccccc4Cl)coc23)CC(C)O1 (centres undefined) | ? | · | -0.4% | -24.5% | -0.4% | 5.5%
CN(C(=O)c1ccc(Cl)cc1)C1=CCCCC1CCC#N (centres undefined) | 12.4% | -15.6% | 8.0% | -2.7% | 2.5% | -5.9%
CCOC(=O)c1nn(-c2ccc(C)c(Cl)c2)c(=O)c(C#N)c1C | ? | ? | ? | 16.7% | -5.0% | -4.1%
Cc1ccc(C(=O)Nc2ccc(N3CCN(S(C)(=O)=O)CC3)cc2)cc1C | ? | 38.6%[activator] | -1.0% | 19.4% | -1.4% | -0.2%
COc1cccc(OCCCN2CCN(S(=O)(=O)c3ccc(NC(C)=O)cc3)CC2)c1 | ? | · | 12.6µM* | 17.9% | 0.5% | 0.5%
COC(=O)c1ccc(CSc2nnc3c(n2)[nH]c2ccccc23)cc1 | 22.2% | 12.4% | 6.8% | -1.3% | -0.7% | 0.8%
O=C(OCc1nnc(-c2ccccc2)o1)C1CCN(S(=O)(=O)c2cccs2)CC1 | -13.4% | 3.3% | 3.5% | 12.8% | 3.3% | 2.0%
CN(CCCOc1ccccc1F)Cc1ccccc1 | ? | 16.8% | 3.4% | 2.5% | -0.7% | -14.8%

Next section:
SMILES | Pf growth 96h | Pf growth 48h | HCV inh | Sm TGR inh | LmPK inh | Tb PYK inh
COc1cccc(Cc2n[nH]c(=S)n2Cc2ccco2)c1 | 13.5% | 9.7% | -19.5% | 0.9% | ? | ?
COc1ccc(NC(=O)CSc2nnc3n2CCCCC3)cc1 | ? | -1.7% | ? | ? | -8.9% | 12.9%
N=c1sccn1CC(=O)NC(=O)NC1CCCC1 | 7.3% | 11.8% | 6.4% | -1.2% | -0.5% | -3.8%
COc1ccc(NC(=O)c2ccccc2NS(C)(=O)=O)cc1OC | 14.7% | 7.6% | -9.1% | -13.7% | 1.4% | -7.0%
CCc1ccc(NC(=O)COc2ccc(Br)cn2)cc1 | 54.5%[activator] | 11.2% | 8.3% | -4.3% | -1.5% | -1.5%
Cc1ccc(S(=O)(=O)c2nc(S(C)(=O)=O)sc2NCC2CCCO2)cc1 (centres undefined) | ? | ? | 2.8% | -22.5% | -4.8% | -7.2%
CC1CCCN(C(=O)c2ccc(NC(=O)CC3SC(N4CCCC4)=NC3=O)cc2)C1 (centres undefined) | ? | ? | 19.2% | 0.4% | · | -10.3%
Nc1ccc(C(=O)NCc2ccccc2)cc1 | 52.7%[activator] | 12.0% | 4.0% | -2.6% | -2.7% | 1.6%
O=C(CSc1ccc(-c2ccccn2)nn1)N1CCCc2ccccc21 | ? | 0.0% | 2.3% | 10.2% | -0.3% | 0.0%
O=C(COc1coc(CN2CCN(c3ccccc3)CC2)cc1=O)Nc1ccccc1 | ? | ? | 0.8% | ? | · | -9.9%
CSc1ccccc1NC(=O)c1cc(C)on1 | 66.6%[activator] | · | · | -32.1% | 0.4% | -15.2%
Cc1ccccc1OCc1nnc(SCC(=O)NCc2ccco2)n1C | ? | -23.1% | 1.2% | -9.8% | 4.4% | -3.5%
Cc1ccccc1C(=O)NC(C)c1ccc2c(c1)CCCC2 (centres undefined) | 38.2%[activator] | 6.0% | ? | -7.3% | 2.3% | -2.7%
COCCOC(=O)C1=C(C)NC(C)=C(C(=O)OC(C)C)C1c1cccc([N+](=O)[O-])c1 (centres undefined) | 6.57µM*! | 9.28µM* | ? | -3.5%&-0.4% | -0.9%&-3.7% | 1.1%&-3.1%
CC(C)(C)N(Cc1ccccc1)C(=O)c1ccc(Br)o1 | -3.4% | -8.3% | 15.3% | -1.9% | 0.0% | 0.1%
CC1C(=O)CC(c2ccccc2)N(C)C1c1ccccc1 (centres undefined) | -2.5% | · | 0.8% | 1.5% | 9.3% | 3.5%
Fc1ccc(N/N=C2/CC(c3ccccc3)Oc3ccccc32)c(F)c1 (centres undefined) | ? | ? | 23.6% | -10.0% | -0.3% | 0.0%
Cc1cc(C)n2ncc(C(=O)NC3CCCCC3)c2n1 | ? | 9.5% | ? | 11.8% | -9.8% | -1.7%
CN(c1ccccc1)S(=O)(=O)c1ccc(Cl)c(C(=O)Nc2nn[nH]n2)c1 | -3.6% | 1.0% | 6.9% | -6.2% | -0.3% | -5.8%
Cc1cc(NC(=O)CCC(=O)N(Cc2cccs2)C(C(=O)NC2CCCC2)c2cccnc2)no1 (centres undefined) | -18.4% | -6.2% | -9.9% | 0.0% | -0.6% | -2.7%
Cc1c(OCC(=O)NCC(O)c2ccccc2)ccc2c3c(c(=O)oc12)CCCC3 (centres undefined) | ? | 0.0% | ? | 0.0% | 6.9% | -2.4%
Cc1ccccc1NC(=O)c1ccc(CN(c2ccccc2)S(=O)(=O)c2ccccc2)cc1 | 0.0% | ? | -29.4% | -22.4% | 2.4% | 4.3%
O=C(C[n+]1cc(-c2ccc(F)cc2)n2c1CCC2)Nc1nc(-c2ccc(F)cc2)cs1 | ? | ? | ? | -8.1% | -7.7% | 0.1%
Cc1ccc(C(C)C)c(OCC(=O)Nc2sc3c(c2C#N)CC(C)(C)NC3(C)C)c1 | ? | ? | ? | -0.3% | 5.0% | -1.3%
O=C(COC(=O)c1cccc(S(=O)(=O)N2CCCCCC2)c1)Nc1ccccc1C(F)(F)F | 22.2% | 7.1% | 17.6% | -3.4% | · | 3.4%

Some entries already given with just Pf growth 48h.
Compound | Pf growth 48h
Cc1cc(NC(=O)CCC(=O)N(Cc2cccs2)C(C(=O)NC2CCCC2)c2cccnc2)no1 (centres undefined) | -6.2%
CN(c1ccccc1)S(=O)(=O)c1ccc(Cl)c(C(=O)Nc2nn[nH]n2)c1 | 1.0%
Cc1ccc(C(C)C)c(OCC(=O)Nc2sc3c(c2C#N)CC(C)(C)NC3(C)C)c1 | ?

One compound at a time, from the list above. Order of values: Pf growth 96h, Pf growth 48h, HCV inh, Sm TGR inh, LmPK inh, Tb PYK inh
CN(c1ccccc1)S(=O)(=O)c1ccc(Cl)c(C(=O)Nc2nn[nH]n2)c1 reads -3.6%, 1.0%, 6.9%, -6.2%, -0.3%, -5.8%
CC(C)(C)N(Cc1ccccc1)C(=O)c1ccc(Br)o1 reads -3.4%, -8.3%, 15.3%, -1.9%, 0.0%, 0.1%

Continued:
SMILES | Pf growth 96h | Pf growth 48h | HCV inh | Sm TGR inh | LmPK inh | Tb PYK inh
Cc1sc(NC(=O)c2ccco2)c(CN2CCCCC2)c1C | ? | ? | -26.9% | -1.5% | -2.2% | -1.0%
COc1ccccc1C(=O)NC(=O)COC(=O)CCOc1cc(C)ccc1C | ? | ? | · | 0.0% | 8.2% | -7.4%
c1ccc(Cc2noc(CN3CCCC(CN4CCOCC4)C3)n2)cc1 (centres undefined) | -1.2% | -5.1% | 1.9% | · | -0.2% | -0.5%
COc1ccc(OC)c2c(C)cc(N3CCN(C(=O)c4ccc(Cl)cc4)CC3)nc12 | · | ? | ? | 9.3% | 1.9% | -0.1%
COC(=O)[C@H](C)NC(=O)NCc1ccccc1 | 4.8% | 6.9% | 14.9% | 7.3% | 0.7% | -1.1%
CCOc1ccccc1-n1cnc2cc(C(=O)NCc3ccco3)ccc21 | ? | ? | -28.5% | 0.0% | 5.7% | -1.0%
C=CCNC(=O)c1n[nH]c2c1CC(C(C)(C)CC)CC2 (centres undefined) | ? | ? | ? | -2.8% | · | 2.1%
COc1cccc(C(=O)C2CN(C)CC2c2ccc(Cl)cc2)c1 (centres undefined) | ? | ? | -1.0% | · | 1.4% | 4.9%
Cc1cc(N2CCOCC2)nc2ccc(NC(=S)NC(C)C)cc12 | 23.8% | 0.6%[0.00184 µM] | ? | -28.1% | 1.7% | 1.7%
C=CCNC(=O)c1ccc2c(c1)nnn2C | · | -2.0% | -4.8% | 10.4% | -0.2% | -3.4%
S=C(c1ccccc1)N1CCSCC1 | 5.7% | -12.7%[0.00184 µM] | 9.6% | -12.7% | 4.6% | -0.5%
CCn1ncc([N+](=O)[O-])c1C(=O)N1CCCC1 | · | 17.7% | -0.7% | -11.3% | -1.5% | -7.2%

Reprinted at random: 5 compounds from above.
SMILES | Pf growth 96h | Pf growth 48h | HCV inh | Sm TGR inh | LmPK inh | Tb PYK inh
CCOc1ccccc1-n1cnc2cc(C(=O)NCc3ccco3)ccc21 | ? | ? | -28.5% | 0.0% | 5.7% | -1.0%
CCn1ncc([N+](=O)[O-])c1C(=O)N1CCCC1 | · | 17.7% | -0.7% | -11.3% | -1.5% | -7.2%
COc1ccc(OC)c2c(C)cc(N3CCN(C(=O)c4ccc(Cl)cc4)CC3)nc12 | · | ? | ? | 9.3% | 1.9% | -0.1%
COc1ccccc1C(=O)NC(=O)COC(=O)CCOc1cc(C)ccc1C | ? | ? | · | 0.0% | 8.2% | -7.4%
C=CCNC(=O)c1n[nH]c2c1CC(C(C)(C)CC)CC2 (centres undefined) | ? | ? | ? | -2.8% | · | 2.1%
